m5-HT2A agonist = mouse HTR2A agonism via beta-arrestin recruitment; P35363; CHO-K1 mHTR2A beta-arrestin complementation, luminescence; percent of 30 µM serotonin response; activation, % at 7.6 µM; 360,000 compounds, 0.66% hits;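 active = activation above a run cutoff, the mean activation of all tested compounds plus 3 SD, cut at about 14% in these data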;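 note: 0% = plate median of compound wells and 100% = 30 µM serotonin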
MC4R antagonist = human MC4R antagonism in cAMP assay; P32245; MC4R-expressing cells, MTII-stimulated cAMP, LANCE TR-FRET; inhibition, % at 6.5 µM; 360,000 compounds, 0.48% hits; AID 540295;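 active = inhibition above its plate's cutoff, the mean of tested wells on that plate plus 3 SD, cut at about 29% in these data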;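 note: 0% = Melanotan II alone and 100% = Melanotan II plus saturating MCL0020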
Target sequence (P32245 whole entry, looked up): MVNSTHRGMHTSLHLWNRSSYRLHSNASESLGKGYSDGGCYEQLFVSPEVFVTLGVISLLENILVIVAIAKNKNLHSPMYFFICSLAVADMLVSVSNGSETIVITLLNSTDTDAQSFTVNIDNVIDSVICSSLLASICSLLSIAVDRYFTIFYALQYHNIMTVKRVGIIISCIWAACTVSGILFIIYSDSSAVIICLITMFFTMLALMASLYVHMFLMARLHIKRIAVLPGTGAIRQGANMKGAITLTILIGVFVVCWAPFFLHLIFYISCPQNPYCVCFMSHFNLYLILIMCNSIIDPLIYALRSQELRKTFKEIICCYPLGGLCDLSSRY
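material = U2OS cells stably expressing human melanocortin 4 receptor (MC4R) | also added = Melanotan II challenge | dosing = single nominal compound dose of 6.5 µM | detection = TR-FRET with Eu-cAMP and labeled anti-cAMP, 671 nm | replication = singlicate | timing = compound 30 min, challenge 1 h, detection 1 h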
TLR9-MyD88 inh = TLR9-MyD88 interaction inhibition; Q9NR96+Q99836; CHO BLA complementation TLR9-MyD88, CCF4 FRET ratio; 340,000 compounds, 0.21% hits; inhibition, % at 4.98 µM;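 active = inhibition above the mean over all tested compounds plus 3 SD, cut at about 21% in these data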;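 note: 0% = DMSO only wells and 100% = clavulanate BLA inhibitor control wells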
NCOA2 inhibitor = inhibits human steroid receptor coactivator 2; Q15596; HEK293 GAL4-SRC2 luciferase reporter, luminescence; inhibition, % at 9 µM; 370,000 compounds, 0.17% hits; AID 651957;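 active = inhibition above the mean inhibition of all tested compounds plus 3 SD, set per campaign, cut at about 52% in these data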;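 note: 0% = DMSO treated cells and 100% = cells given Gossypol at 36 µM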
H9c2 protect = modulators protecting cardiomyocytes from myocardial damage; 360,000 compounds, 0.63% hits; protection from H2O2 cell death, % at 20 µM; H9c2 cardiomyocytes, H2O2 injury protection, ATPLite, 2 h;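 active = compounds giving at least 50% protection of heart cells from peroxide-induced death in the single-dose screen, raw or plate-pattern-corrected value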;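 note: 0% = DMSO wells with peroxide and 100% = DMSO wells without peroxide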
Glyco luc inh = blocks N-linked glycosylation in D54 reporter cells | D54 ERlucT glycosylation luciferase reporter, 24 h; percent of 100 nM tunicamycin response | reporter increase, % at 12.5 µM | 360,000 compounds, 0.23% hits | AID 588692;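 active = mean luciferase reporter signal, scaled so untreated is 0 and the glycosylation-blocking control 100, at or above a set limit in every replicate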;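 note: luciferase carries N-glycosylation sites so blocking glycosylation raises the light; 0% = median of neutral control wells and 100% = median of 100 nM tunicamycin wells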
MC4R barr agon = activates human MC4R beta-arrestin recruitment; P32245; U2OS MC4R beta-arrestin complementation, luminescence; percent of melanotan II response, DMSO zero; activation, % at 8.9 µM; 360,000 compounds, 0.98% hits; AID 540308;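 active = activation above a per-plate cutoff, the mean activation of sample wells on that plate plus 3 SD, cut at about 8% in these data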
NOD2 RIPK2 PPI = inhibitors of human NOD2-RIPK2 interaction; O43353; CHO BLA complementation NOD2-RIPK2, CCF4 ratio; inhibition, % at 4.98 µM; AID 624267; 360,000 compounds, 0.38% hits; in the data active = inhibition above about 21%;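 note: 0% = vehicle only and 100% = reference blocker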
Target sequence (O43353 whole entry, looked up): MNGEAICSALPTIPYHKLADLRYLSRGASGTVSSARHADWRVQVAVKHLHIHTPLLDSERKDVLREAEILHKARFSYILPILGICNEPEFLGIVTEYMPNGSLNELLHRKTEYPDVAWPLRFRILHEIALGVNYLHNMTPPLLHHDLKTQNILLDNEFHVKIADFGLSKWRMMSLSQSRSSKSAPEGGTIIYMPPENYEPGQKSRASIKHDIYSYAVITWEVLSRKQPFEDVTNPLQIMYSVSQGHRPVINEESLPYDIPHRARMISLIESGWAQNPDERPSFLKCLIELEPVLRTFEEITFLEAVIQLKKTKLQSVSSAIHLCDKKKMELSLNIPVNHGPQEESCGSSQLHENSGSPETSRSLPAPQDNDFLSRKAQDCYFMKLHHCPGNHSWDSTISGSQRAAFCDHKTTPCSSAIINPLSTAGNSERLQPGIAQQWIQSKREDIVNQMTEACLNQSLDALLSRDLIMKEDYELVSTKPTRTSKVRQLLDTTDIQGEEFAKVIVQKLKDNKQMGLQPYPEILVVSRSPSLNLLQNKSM
ABCB6 inh MLPCN = blocks the human ABCB6 transporter; Q9NP58; K562-ABCB6 porphyrin accumulation, flow cytometry, 1 h; stronger effect = lower value; fluorescence ratio to DMSO, % at 10 µM; 360,000 compounds, 0.19% hits;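 active = fluorescence ratio to DMSO below 75%, the collection mean minus 3 SD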;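 note: signal is porphyrin accumulated inside mitochondria; 100% equals median channel fluorescence of DMSO control wells; lower ratio means ABCB6 inhibition with less porphyrin fluorescence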
ABHD5-PLIN5 inh = ABHD5-PLIN5 protein interaction inhibition; Q00G26+Q8WTS1; Split G. princeps luciferase complementation, luminescence, 4 h; inhibition, % at 4 µM; 360,000 compounds, 0.78% hits; AID 602281;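 active = inhibition above the mean inhibition across every tested compound plus 3 SD, cut at about 22% in these data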;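 note: 0% = DMSO only wells and the 100% control is not disclosed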
The depositor's hits bear a star; · = no result given.

SMILES | m5-HT2A agonist | MC4R antagonist | TLR9-MyD88 inh | NCOA2 inhibitor | H9c2 protect | Glyco luc inh | MC4R barr agon | NOD2 RIPK2 PPI | ABCB6 inh MLPCN | ABHD5-PLIN5 inh
COc1cc(C(=O)NCC(=O)NCCCSc2ccccc2)cc(OC)c1OC | -9 | 7 | 8 | 15 | 5 | 3 | -3.0 | -2 | 93 | 4
C=CCSc1nc(Oc2ccccc2)c2sccc2n1 | -8 | 0 | -2 | 4 | -24 | -2 | 0.5 | 2 | 99 | 6
COc1cccc(NC(=O)CN(C)C(=O)c2ccccc2CCc2ccccc2)c1 | -4 | 4 | 5 | -6 | 8 | -2 | -0.9 | 5 | 106 | 3
COc1cc(CCC(=O)NCc2ccc3c(c2)OCO3)cc(OC)c1OC | 1 | 5 | -2 | -26 | 2 | -1 | -0.7 | 9 | 99 | 4
CCN(CC)S(=O)(=O)c1cc(C(=O)OC)ccc1Cl | 3 | -9 | -3 | -13 | 2 | 2 | -1.8 | 0 | 99 | -10
COc1ccc(CNC(=O)Nc2cccc(C)c2)cc1 | -1 | 14 | 9 | -64 | -2 | -2 | 0.3 | 0 | 93 | -1
Cc1cc(C)cc(NC(=O)CSc2nc(CSc3ccc(Cl)cc3)cc(=O)[nH]2)c1 | 3 | 5 | 5 | 6 | -6 | 0 | 8.6* | -22 | 101 | 10
CC(C)CC(=O)Nc1ccc2c(c1)nc(CCN1CCCCC1)n2C | -3 | 0 | 2 | -46 | 3 | -4 | -1.6 | -7 | 101 | 4
CC(=O)c1ccc(OC(C)C(=O)NC2CCCCC2C)cc1 (configuration not stated) | 6 | 3 | -1 | -2 | -1 | 1 | -3.5 | 6 | 100 | 3
COC(=O)c1[nH]c2cccc(C)c2c1NC(=O)CN1CCN(c2ccccc2OC)CC1 | -6 | -7 | -1 | -5 | -1 | -1 | 0.3 | -5 | 196 | 0
CCOC(=O)c1c(C)n(C)c2ccc(OC)c(NC(=O)CN3CCN(Cc4ccccc4)CC3)c12 | -2 | 6 | 0 | -4 | 18 | 0 | -0.8 | -1 | 93 | 3
O=C1NC[C@H](CCCCN2C[C@H](Cc3ccccc3)N(CC3CCCCC3)C(=O)C2=O)N(CCc2ccc(O)cc2)C1=O | 3 | · | · | -28 | · | · | · | -2 | 97 | 9
CC(=O)N/C(=N/c1nc(C)cc(C)n1)Nc1ccc(C)cc1Cl | 4 | -8 | 1 | -23 | -2 | 0 | 1.5 | 1 | 94 | -6
O=C(/C=C/c1ccccc1)N/C(=C/c1ccccc1)C(=O)NCCO | 3 | 1 | 7 | 16 | 2 | -2 | -2.0 | 1 | 91 | 0
CCOc1ccc(CCNC(=O)c2cccs2)cc1OCC | 1 | 15 | -6 | -3 | 3 | 0 | -0.9 | 0 | 115 | -5
O=C(N/C(=C\c1cccnc1)C(=O)N1CCC(O)CC1)c1ccccc1 | 11 | 2 | 0 | -8 | 4 | 1 | -1.5 | -8 | 100 | -3
CCOC(=O)CSc1nc2c(sc3ccccc32)c(=O)n1CCCN1CCOCC1 | -4 | -1 | -8 | -14 | 29 | 2 | 0.2 | 3 | 89 | 3
CNC(=O)c1ccc2nc(NC(C)=O)sc2c1 | -2 | -2 | 3 | -81 | 6 | 3 | 0.0 | -3 | 88 | -3
Cc1ccccc1-c1nc(CS(=O)(=O)CC(=O)NC2CCCCC2C)c(C)o1 (configuration not stated) | 8 | 1 | -6 | -8 | -2 | -1 | 2.0 | 0 | 103 | -9
CCN(CC)S(=O)(=O)c1ccc(C(=O)NCC(c2cccs2)N2CCOCC2)cc1 (configuration not stated) | -3 | -1 | 3 | 3 | 2 | -1 | 1.2 | 0 | 95 | 8
CCS(=O)(=O)N1CCN(S(=O)(=O)c2ccc(S(=O)(=O)NC3CC3)cc2)CC1 | -6 | 9 | -1 | 7 | -4 | 0 | -0.1 | -7 | 99 | -3
CCc1ccccc1N(CC(=O)NCCSCc1ccco1)S(C)(=O)=O | -5 | -2 | 8 | -30 | -7 | -1 | 1.1 | -1 | 99 | 8
Cc1nn(C)cc1S(=O)(=O)N1CCCCC1C (configuration not stated) | -1 | -2 | 9 | 5 | -4 | 0 | -3.2 | 0 | 101 | -1
Cn1c(=O)c2ccccc2n(CC(=O)NCCC2=CCCCC2)c1=O | -2 | 21 | 2 | -33 | -9 | 0 | 1.2 | -4 | 92 | -3
Cc1ccc(-c2nn(-c3ccccc3)cc2CO)cc1 | -4 | 1 | -4 | -51 | -6 | 3 | 1.0 | 2 | 92 | 3
CCOC(=O)[C@]12CCCC=C1N(CCC1=CCCCC1)C(=O)[C@H](CC(=O)NCC13CC4CC(CC(C4)C1)C3)C2 | 0 | · | · | -12 | · | · | · | -6 | · | -8
Cc1cccc(OCC(=O)NC(=S)Nc2ccc(S(=O)(=O)NC3CCCCC3)cc2)c1 | -3 | 7 | 1 | 14 | -29 | -2 | 3.3 | -9 | 90 | -8
O=C(COc1ccccc1[N+](=O)[O-])OCCCOC(=O)COc1ccccc1[N+](=O)[O-] | 4 | -3 | -6 | -23 | 3 | 2 | 1.7 | -19 | 109 | 5
CN(C)S(=O)(=O)c1cccc(C(=O)NCCNC(=O)c2cccc(S(=O)(=O)N(C)C)c2)c1 | -1 | -3 | 2 | 10 | 12 | 0 | -1.3 | -7 | 100 | -1
CCOC(=O)c1[nH]c(CO)c(C(=O)OCC)c1C | 6 | -7 | -1 | -7 | 0 | 3 | 0.4 | -3 | 99 | 3
CCOc1ccc(OCC)c(S(=O)(=O)n2cc(C)nc2CC)c1 | -1 | 8 | 13 | 12 | -8 | 1 | -3.2 | -6 | 88 | 0
Nc1ccc(C(=O)OCc2nc3cc4ccccc4cc3[nH]2)cc1 | -5 | 4 | 2 | -24 | -4 | -10 | -2.8 | 11 | 99 | 0
O=C(CSc1cccc2cccnc12)Nc1cccc(S(=O)(=O)N2CCOCC2)c1 | 4 | -2 | -6 | -7 | 3 | -1 | 0.7 | -6 | 89 | 14
CCOc1ccc(S(=O)(=O)N2CCOCC2)cc1NS(=O)(=O)c1ccc(OC)c([N+](=O)[O-])c1 | -1 | 3 | -14 | 8 | 10 | 2 | -3.9 | 7 | 93 | -20
Cc1ccc(CN(C)C(=O)c2cccc(S(=O)(=O)N3CCc4ccccc4C3)c2)o1 | -11 | 9 | 2 | 13 | 3 | -1 | -2.8 | 4 | 97 | 1
CCN(CC)CCOCCOc1ccc(Cl)c2ccccc12 | -5 | -9 | -4 | 13 | -9 | -3 | 1.1 | 0 | 105 | 13

Record cards (already shown):
CNC(=O)c1ccc2nc(NC(C)=O)sc2c1 is entered as m5-HT2A agonist: -2; MC4R antagonist: -2; TLR9-MyD88 inh: 3; NCOA2 inhibitor: -81; H9c2 protect: 6; Glyco luc inh: 3; MC4R barr agon: 0.0; NOD2 RIPK2 PPI: -3; ABCB6 inh MLPCN: 88; ABHD5-PLIN5 inh: -3
Cn1c(=O)c2ccccc2n(CC(=O)NCCC2=CCCCC2)c1=O is entered as m5-HT2A agonist: -2; MC4R antagonist: 21; TLR9-MyD88 inh: 2; NCOA2 inhibitor: -33; H9c2 protect: -9; Glyco luc inh: 0; MC4R barr agon: 1.2; NOD2 RIPK2 PPI: -4; ABCB6 inh MLPCN: 92; ABHD5-PLIN5 inh: -3
COC(=O)c1[nH]c2cccc(C)c2c1NC(=O)CN1CCN(c2ccccc2OC)CC1 is entered as m5-HT2A agonist: -6; MC4R antagonist: -7; TLR9-MyD88 inh: -1; NCOA2 inhibitor: -5; H9c2 protect: -1; Glyco luc inh: -1; MC4R barr agon: 0.3; NOD2 RIPK2 PPI: -5; ABCB6 inh MLPCN: 196; ABHD5-PLIN5 inh: 0

Next section.
SMILES | m5-HT2A agonist | MC4R antagonist | TLR9-MyD88 inh | NCOA2 inhibitor | H9c2 protect | Glyco luc inh | MC4R barr agon | NOD2 RIPK2 PPI | ABCB6 inh MLPCN | ABHD5-PLIN5 inh
O=C(NCCN1C(=O)C2C3C=CC(C3)C2C1=O)N1CCOCC1 (configuration not stated) | 3 | -3 | -4 | -19 | 0 | 1 | 0.1 | 8 | 98 | -5
CC1(C)Cc2c(C#N)c(NC3CCCCC3)nc(-c3ccco3)c2CO1 | 0 | 14 | 3 | · | -4 | -1 | -1.0 | 0 | 109 | 34*
Cc1onc(-c2ccccc2)c1C(=O)NCC1COc2ccccc2O1 (configuration not stated) | -6 | 1 | -6 | -17 | 2 | -4 | -1.2 | 20 | 96 | 2
COCCCNC(=O)/C(C#N)=C/c1c(N2CCN(C)CC2)nc2ccccn2c1=O | 7 | 6 | -10 | -12 | -1 | 2 | 0.0 | -3 | 98 | 3
O=C(O)CN1C(=O)/C(=C/c2cccc(Cl)c2)Oc2ccccc21 | -4 | 0 | -1 | 4 | -5 | 2 | -0.5 | -3 | 99 | 7
CCOC(=O)C1CCCN(C(=O)c2cn(C)c3ccc(S(=O)(=O)N4CCCC4)cc3c2=O)C1 (configuration not stated) | -4 | -2 | 3 | 4 | 10 | 1 | -1.9 | 5 | 57* | -7
COc1ccccc1C(=O)NCC(=O)NC(C)CCc1ccccc1 (configuration not stated) | 2 | 13 | -1 | 23 | 0 | 1 | -2.2 | -3 | 101 | 2
COC(=O)c1cc(OC)c(OC)cc1NC(=O)CSCc1c(C)noc1C | 16* | 1 | -10 | -19 | -7 | 2 | -0.6 | 4 | 91 | -6
O=C(NC(=S)NC1CCSC1=O)c1ccccc1 (configuration not stated) | 7 | 5 | -1 | -25 | 2 | 0 | -0.1 | -13 | 103 | -7
CCN(CC)c1nc2ccccc2n2cnnc12 | -1 | 5 | -9 | -12 | 1 | -1 | -0.7 | -6 | 98 | 0
Cc1ccc(NCC(=O)Nc2ccc(Br)cc2)cc1C | 7 | 17 | -9 | -26 | 2 | -2 | 0.1 | -8 | 99 | -2
O=C(N/N=C/c1ccco1)c1ccc(OCc2ccccc2)cc1 | -5 | 2 | -5 | -24 | -7 | -2 | -1.0 | -7 | 99 | -2
CC(C)Nc1nc(-c2ccccc2F)c2sc(-c3ccccc3)cc2n1 | -1 | 8 | · | -23 | -8 | 1 | -1.5 | 1 | 96 | -3

Reformatted: entries from further up
Values run as follows: m5-HT2A agonist	MC4R antagonist	TLR9-MyD88 inh	NCOA2 inhibitor	H9c2 protect	Glyco luc inh	MC4R barr agon	NOD2 RIPK2 PPI	ABCB6 inh MLPCN	ABHD5-PLIN5 inh
Cc1onc(-c2ccccc2)c1C(=O)NCC1COc2ccccc2O1 (configuration not stated)
 : -6	1	-6	-17	2	-4	-1.2	20	96	2
COCCCNC(=O)/C(C#N)=C/c1c(N2CCN(C)CC2)nc2ccccn2c1=O
 : 7	6	-10	-12	-1	2	0.0	-3	98	3

Screening data (PubChem BioAssay)

An excerpt. The share of hits here may be higher or lower than overall.
